CBFb RUNX1 block = CBF-beta/RUNX1 interaction disruption; Q01196+Q13951; AlphaScreen CBFb-His/RUNX1-biotin binding, biochemical; Potency, µM (series often up to 59.8 µM), inactives show at the top dose activity, negative = inhibition, hits mostly inhibitors; 230,000 tested, under 10 active; AID 1477; further: % of control where 0% means no effect
Target sequence (Q01196 whole entry, looked up): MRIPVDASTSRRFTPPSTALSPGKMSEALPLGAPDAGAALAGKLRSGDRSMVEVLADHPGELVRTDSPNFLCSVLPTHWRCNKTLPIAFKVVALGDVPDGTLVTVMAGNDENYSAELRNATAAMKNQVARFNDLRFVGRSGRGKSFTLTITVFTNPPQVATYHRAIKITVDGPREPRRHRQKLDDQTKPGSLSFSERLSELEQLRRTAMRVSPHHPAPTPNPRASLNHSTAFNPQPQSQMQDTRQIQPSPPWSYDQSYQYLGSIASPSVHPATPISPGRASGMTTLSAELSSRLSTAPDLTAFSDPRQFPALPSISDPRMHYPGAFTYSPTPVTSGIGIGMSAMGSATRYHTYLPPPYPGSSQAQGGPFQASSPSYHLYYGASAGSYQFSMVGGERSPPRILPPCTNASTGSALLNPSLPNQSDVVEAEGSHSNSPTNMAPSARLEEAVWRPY
Target sequence (Q13951 whole entry, looked up): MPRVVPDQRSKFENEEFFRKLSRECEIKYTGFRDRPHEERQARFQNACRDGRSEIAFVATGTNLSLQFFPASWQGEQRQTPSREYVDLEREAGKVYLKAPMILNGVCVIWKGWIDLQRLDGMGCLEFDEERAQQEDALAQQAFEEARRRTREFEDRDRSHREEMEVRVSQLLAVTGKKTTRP
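Compounds were screened at multiple concentrations against a preformed CBF-beta(His)/RUNX1(biotin) complex (30 nM of each) for 15 min at room temperature, followed by 90 min with nickel and streptavidin beads and AlphaScreen reading.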
LMNA splice mod = LMNA splicing modulation; actives 0.01% (n = 200,000); AID 1487; HeLa LMNA splicing GFP/RFP minigene ratio, 48 h; Potency, µM (series often up to 46.1 µM), without a hit: at the top dose ratio change, negative = inhibition, actives largely listed as inhibitors; active means well fitted inhibition curve with a large enough effect in the signal ratio, with a control signal flat, not every such curve was filed as active; inconclusive means small, poorly fitted or top-dose-only effect, or effect the other way, or a change in a side signal; the % refers to the signal ratio; further: potency means the concentration at half of the fitted maximal effect; on the % scale 0 is the no-effect control and ±100 the full control effect
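S3 HeLa cells stably expressing lamin A-EGFP splicing minigene plus DsRed2, 600 cells/well, 48 h compound exposure at 37C. Laser-scanning cytometry; analysed as GFP (500-530 nm)/RFP (575-640 nm) total intensity ratio; 0.5% DMSO vehicle.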
GAA spleen mod = inhibitors or activators of human alpha-glucosidase in spleen homogenate | Potency, µM (highest dose often 79.9 µM), for inactives: at the top dose activity change, negative = inhibition, actives largely listed as inhibitors | actives 0.006% (n = 240,000) | P10253 | human spleen homogenate, 4-MU-alpha-glucoside fluorescence;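 further: potency means the concentration at half of the fitted maximal effect; 0% = enzyme with vehicle and -100% = no enzyme basal signal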
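Human spleen homogenate (1 ug) with 4-methylumbelliferyl-alpha-D-glucopyranoside (1 mM final) in 50 mM citrate/phosphate pH 5.0, 0.01% Tween-20; 40 min at 37 C. Stopped at pH 10; 4-MU fluorescence Ex 365/Em 440 nm; AC50 by Hill fit.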
GAA inhib = blocks human lysosomal alpha-glucosidase. purified human GAA, 4-MU-alpha-glucoside fluorescence. actives 0.005% (n = 200,000). Potency, µM (top dose mostly 76.9 µM), without a hit: at the highest dose activity change, negative = inhibition, usual class: inhibitors. P10253;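 further: potency means the concentration at half of the fitted maximal effect; plate controls were uninhibited enzyme wells for no effect and no-enzyme background for full effect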
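Activity normalized between no-enzyme (basal) and enzyme-only wells. Conditions: 4 nM human enzyme, 400 uM fluorogenic substrate, citrate/phosphate pH 5.0 with Tween-20, 20 min room temperature, compounds up to 77 uM.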
HTT cytoprotect = protects HTT-Q103 PC12 cells, measured by ATP; PC12 HTT-Q103 induced, cytoprotection, ATP luminescence, 40 h; actives 0.14% (n = 230,000); Potency, µM (doses to about 56.4 µM), inactives show cytoprotection (ATP increase), usual class: activators;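 further: potency means the concentration at half of the fitted maximal effect; % of control where 0% means no effect; nearly all actives have a fitted effect of over 45% in size; toxic huntingtin expression switched on by the ecdysone agonist tebufenozide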
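Stable PC12 Q103-GFP cells in serum-supplemented, phenol red-free DMEM; induction by tebufenozide at 100 nM final; compound dose series; cell viability quantified luminescently from ATP.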
HTT aggregate = mutant huntingtin aggregation inhibition; PC12 HttQ103-GFP aggregates, Acumen cytometry, 40 h; Potency, µM (series often up to 46.1 µM), without a hit: top-dose activity change, negative = inhibition, most hits filed as inhibitors; actives 1.1% (n = 220,000); further: potency means the concentration at half of the fitted maximal effect; on the % scale 0 is the no-effect control and ±100 the full control effect; nearly all actives have a fitted effect of over 60% in size
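Quantitative HTS on tebufenozide-induced (100 nM) PC12 cells stably expressing polyQ103 Huntingtin exon 1–GFP. Reduction of bright GFP aggregates, detected by laser scanning cytometry after lysis, identified actives across the titration.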
GAA glycogen = GAA glycogen-cleavage inhibition or activation | P10253 | recombinant GAA, glycogen substrate, Amplex Red glucose oxidase fluorescence | Potency, µM (doses to about 76.4 µM), for inactives: at the top dose activity change, negative = inhibition, usual class: inhibitors | actives 0.38% (n = 300,000) | AID 2100;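 further: potency means the concentration at half of the fitted maximal effect; 0% = full enzyme reaction and -100% = no-enzyme basal signal; the screen sought inhibitors and activators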
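Natural-substrate format: glycogen cleavage by 4 nM human enzyme, glucose read by Amplex Red coupling (Ex 573, Em 610 nm). Normalized to enzyme and no-enzyme controls.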
Numbers without * were called inactive; ? = inconclusive; nt = no result given; & = joins results of further samples; [ ] = dose if it differs, or a comment. Unless noted, the call rests on the fitted dose curve; in most records, active means well fitted curve in the direction sought with a large enough effect; inconclusive means small, poorly fitted or top-dose-only effect, or another doubt; inactive means no such curve, though single readings can be large; an effect the other way counts as inactive or inconclusive.

SMILES	CBFb RUNX1 block	LMNA splice mod	GAA spleen mod	GAA inhib	HTT cytoprotect	HTT aggregate	GAA glycogen
COCCNC(=O)C(OC(=O)c1cc2oc(C)cc2n1C)C(C)C (stereo not drawn)	-9%	-2%	-4%	7%	3%	-12%	-6%
Cc1cc2ncn(S(=O)(=O)c3ccc(S(=O)(=O)N4CCOCC4)cc3)c2cc1C	7%	6%	-10%	-8%	1%[10 µM]	-19%	9%
O=C1CN(C(=O)CSc2nc3ccccc3c(=O)n2CC2CCCO2)c2ccccc2N1 (stereo not drawn)	-1%	nt	1%	0%	-20%	6%	-6%
CC1(C)Cc2c(C#N)c(N3CCN(C(=O)c4ccccc4)CC3)nc(Cc3ccccc3)c2CO1	6%	?	-5%	?	-23%	22µM*	8%
CC(=O)N1CCN(c2nc(CC(C)C)c3c(c2C#N)CCC3)CC1	-2%	?	3%	7%	-29%	2%	-2%
Cc1cc(N(CCO)CCO)ccc1N=Nc1cc(F)ccc1F	?	?	4%	-2%	-10%	7%	3%
CSCC[C@H](NC(=O)OC(C)(C)C)c1nnc(SCC(N)=O)o1	1%	4%	6%	1%	-10%[0.074 µM]	-5%	-3%
CN(C[C@H](Cc1ccccc1)N(CCN(CCc1ccccc1)N=O)N=O)N=O	3%	nt	3%	nt	1%[10 µM]	-20%[9.22 µM]	-10%
CC(=O)NNC(=O)c1sc(=S)n2c1[nH]c(=O)c1sccc12	2%	-12%[46 µM]	0%	0%	33%[10 µM]	5%	7%
C/C(CCc1ccc2c(c1)OCO2)=N\N=C1\NC(=O)CC(C(=O)Nc2ccccc2)S1 (stereo not drawn)	-8%	-5%	-7%	0%	21%	3%	-16%
CCOc1ccc(NC(=O)CSC(N)=O)cc1	8%	7%	-4%	-5%	-23%	14%	-16%
CC(C)Nc1nc(-c2ccccn2)nc(-c2ccccc2)c1C#N	-11%	-18%[46 µM]	nt	1%	-20%	3.5µM*	2%
O=C(NCC1CCCO1)c1ccc2c3n(nc2c1)-c1ccccc1CO3 (stereo not drawn)	12%	nt	-1%	nt	-56%[inhibitor][10 µM]	-13%[9.22 µM]	7%
Cc1cc(C)n(CCC(=O)N/N=C/c2ccccc2O)n1	14%	-21%	3%	-1%	29%[10 µM]	-5%	2%
Cc1onc(-c2c(Cl)cccc2Cl)c1C(=O)NN1CCCCCC1	-3%	nt	-6%	9%	12%[10 µM]	7%[9.22 µM]	-27%
CCOC(=O)c1cc(CC)sc1/N=C/C1=C(O)CCCC1=O	5%	7%	0%	5%	nt	7%	11%
CCn1nc(C)c(CNC(=O)CC2C(=O)NCCN2CC(C)(C)C)c1C (stereo not drawn)	0%	nt	8%	13%	7%[10 µM]	1%[9.22 µM]	19%
CS(=O)(=O)Nc1ccc(C2=NN(S(C)(=O)=O)C(c3ccc4nccnc4c3)C2)cc1 (stereo not drawn)	4%	17%[46 µM]	14%	?	4%[10 µM]	-13%[9.22 µM]	-6%
O=S(=O)(NCCc1ccc(F)cc1)c1cccc2cccnc12	-2%	?	-2%	11%	nt	nt	3%
CC1=CC2CC1C1C(=O)N(c3ccc(S(=O)(=O)Nc4nc(C)cc(C)n4)cc3)C(=O)C21 (stereo not drawn)	3%	-10%	-5%	-5%	9%[10 µM]	3%	1%
Cc1ccc(NC(=S)N/N=C/c2c(C)nn(-c3ccccc3)c2N2CCCC2)cc1	0%	-11%	-2%	4%	3%[10 µM]	28%	-18%
CN(Cc1ccccc1)c1ncnc2ccc(Br)cc12	16%	?	-10%	-3%	-48%[inhibitor]	0.35µM*	0%
CC1CC(C)(C)N(C(=O)NC2CCCCC2)c2ccccc21 (stereo not drawn)	11%	-3%	-13%	1%	-6%[10 µM]	5%	7%
Clc1cccc(CSc2nnc(-c3sccc3-n3cccc3)o2)c1	2%	3%	-11%	-2%	-39%[inhibitor]	?	-7%
CCCCCCCOC(=O)c1nc(Cl)c(Cl)c(N)c1Cl	10%	12%	-20%	-12%	nt	-6%	-15%
COC(=O)c1ccc(NC(=O)CSc2nnc(COc3ccc4c(c3)CCCC4)o2)cc1	1%	?	7%	-5%	-5%	7%	10%
O=CNn1cnc2c(oc3nc(-c4ccccc4)cc(-c4ccco4)c32)c1=O	2%	nt	-6%	-3%	nt	23%	14%
Cc1cc(/C=C(\C#N)C(=O)NCc2ccco2)c(C)n1C1CCCC1	-15%	-4%	-6%	-14%	-51%[inhibitor]	-13%	3%
COc1ccc(OC)c(S(=O)(=O)NCCO)c1	?	6%	-1%	6%	22%[10 µM]	0%	5%
COc1ccccc1OCCNC(=O)c1cccs1	5%	2%	-14%	-6%	-2%	1%	2%
Cc1ccsc1CN(C)C(=O)CCc1nnc(COc2ccccc2)o1	-1%	-3%[46 µM]	2%	3%	25%[10 µM]	28%[9.22 µM]	8%
Cc1ccnc(NC(=O)CSc2cc(=O)n(C)c3ccccc23)c1	2%	?	3%	-10%	-65%[inhibitor]	-22%	12%
O=C(NNC(=S)Nc1ccccc1)c1ccccc1[N+](=O)[O-]	6%	-12%[46 µM]	3%	-3%	40%[10 µM]	35%[9.22 µM]	-6%
Cc1ccc(Cn2ccc(NC(=O)C3C4CCC(C4)C3C(=O)O)n2)cc1 (stereo not drawn)	-4%	6%	-13%	2%	-5%[10 µM]	12%	-1%
CC1=NN(/C(=N\c2nnc(C)s2)Nc2ccccc2)[C@H](c2cccc3ccccc23)S1	3%	-22%	4%	-6%	3%[1.9 µM]	-13%	-22%
COc1ccc(CCNC(=O)c2ccc(C)s2)cc1OC	4%	?	8%	6%	-26%[1.9 µM]	-7%[9.22 µM]	9%
Cc1noc(C)c1CSc1nc2sc(C)c(C)c2c(=O)n1C1CCCC1	-1%	6%	1%	1%	-3%[10 µM]	-22%	-7%
COc1ccc(CN(Cc2ccc(C(=O)O)cc2)C(=S)Nc2ccccc2F)cc1OC	2%	-8%[46 µM]	-9%	-6%	5%	16%	-24%
C/C(=N\NC(=O)Cc1c[nH]c2ccccc12)c1ccc2ccccc2c1	-15%	-25%[46 µM]	2%	-3%	20%[10 µM]	-6%	-5%
CN(CCNC(=O)c1cccc(N2CCCC2=O)c1)Cc1ccccc1	-3%	11%	7%	-13%	-63%[inhibitor]	-6%	14%

5 of the compounds above, with two lines to a compound.
The line under a structure holds: CBFb RUNX1 block | LMNA splice mod | GAA spleen mod | GAA inhib | HTT cytoprotect | HTT aggregate | GAA glycogen
> Cc1noc(C)c1CSc1nc2sc(C)c(C)c2c(=O)n1C1CCCC1
  -1% | 6% | 1% | 1% | -3%[10 µM] | -22% | -7%
> COc1ccc(CCNC(=O)c2ccc(C)s2)cc1OC
  4% | ? | 8% | 6% | -26%[1.9 µM] | -7%[9.22 µM] | 9%
> Cc1ccnc(NC(=O)CSc2cc(=O)n(C)c3ccccc23)c1
  2% | ? | 3% | -10% | -65%[inhibitor] | -22% | 12%
> C/C(=N\NC(=O)Cc1c[nH]c2ccccc12)c1ccc2ccccc2c1
  -15% | -25%[46 µM] | 2% | -3% | 20%[10 µM] | -6% | -5%
> Cc1ccc(NC(=S)N/N=C/c2c(C)nn(-c3ccccc3)c2N2CCCC2)cc1
  0% | -11% | -2% | 4% | 3%[10 µM] | 28% | -18%

Continuation.
SMILES	CBFb RUNX1 block	LMNA splice mod	GAA spleen mod	GAA inhib	HTT cytoprotect	HTT aggregate	GAA glycogen
C/C(=N\NC(=O)c1cccs1)C(C)(C)C	1%	5%	-9%	7%	nt	-22%	13%
CC[C@H](C)[C@@H](NC(=O)O[C@@H]1C(=O)c2cc(Br)ccc2O[C@H]1c1ccc2c(c1)OCO2)C(=O)OC	5%	12%	0%&-3%	-1%	-6%	5%	-6%
CC(C)c1ccc(NC(=O)C(c2ccc3c(c2)OCO3)N2CCN(C(=O)c3ccco3)CC2)cc1 (stereo not drawn)	-18%	-20%	-1%	-14%	-19%	-10%	-6%
CC(C)N(C(=O)CSc1nnc(NC(=O)c2ccco2)s1)C(C)C	8%	1%[9.22 µM]	-3%	1%	-21%	4%	1%
Nc1ccc([N+](=O)[O-])cc1C(=O)NNC(=O)c1ccco1	6%	nt	-6%	nt	22%[10 µM]	21%[9.22 µM]	-2%
O=c1oc2ccccc2cc1N1CCOCC1	18%	5%	-3%	2%	nt	-7%	-10%
CCOC(=O)N1CCN(CC(=O)Nc2sc(CC)cc2C(=O)c2ccc(OC)cc2)CC1	-15%	nt	-22%	nt	21%[10 µM]	19%[9.22 µM]	-10%
Cc1c(NC(=O)C(Sc2ccccc2)c2ccccc2)cccc1[N+](=O)[O-] (stereo not drawn)	-1%	4%	-10%	4%	-9%	3%	2%
CCn1c(C)c2c(C)nnc(C)c2c1C	0%	9%	-1%	-5%	5%	-25%	16%
CNC(=O)CC(C(=O)O)c1ccc(OCC(C)C)cc1 (stereo not drawn)	8%	3%	-7%	1%	-5%[10 µM]	0%	-2%
COc1ccccc1OCCNC1CCCC1	1%	-4%	8%	-5%	-60%[inhibitor]	13%	-24%
FC(F)(F)c1cccc(OCc2nnc3n2CCC3)c1	?	15%[46 µM]	1%	1%	-35%[inhibitor]	4%	-1%
COc1ccc(-c2nnc(-c3cccs3)o2)cc1OC	9%	-6%	-3%	-12%	-8%[1.9 µM]	7%	-3%
Cc1ccc(NC(=O)CCCc2ccccc2)nc1	2%	?	2%	6%	-37%	-11%	-3%
COc1cccc(-n2c(-c3ccco3)nc3nc4ccccc4nc32)c1	4%	-7%	2%	-2%	nt	9%	-1%
COc1ccc(Cn2nnnc2C(CC(C)C)N2CCN(c3ccccc3)CC2)cc1 (stereo not drawn)	-22%	?	1%	-14%	4%	?	-10%
O=[N+]([O-])C(C1CCS(=O)(=O)C1)C1CCS(=O)(=O)C1 (stereo not drawn)	8%	-6%[9.22 µM]	-2%	-2%	?	1%	-10%
Cc1ccc(CNC(=O)C2=CCN(S(=O)(=O)c3ccc(C)cc3)CC2)cc1	4%[2.36 µM]	?	-2%	-2%	nt	15%	-9%
FC(F)(F)c1ccc2nnc(-c3c(Cl)cccc3Cl)n2c1	5%	4%	-3%	3%	-5%	-19%	-5%
Cc1ccc(S(=O)(=O)N2CCCC(C(=O)NCCC3=CCCCC3)C2)cc1 (stereo not drawn)	-2%	-2%	-2%	-5%	-7%	-1%	-2%
Cc1ccc(N=C2NC(=O)C(CC(=O)O)S2)cc1 (stereo not drawn)	2%	-8%	-3%	-4%	-13%	-8%	-2%
CCN1CCN(CC(=O)Nc2nc3ccc(OC)cc3s2)CC1	2%	8%	-5%	2%	17%	1%	6%

Screens: PubChem, National Center for Advancing Translational Sciences (NCATS)
